# Tcruzi prolif: blocks T. cruzi growth in NIH3T3 culture; T. cruzi beta-gal in NIH3T3, GalScreen luminescence, 90 h; inhibition, % at 8.34 µM; hit rate 5.9% among 77,000;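 active = mean inhibition above about 93%, with at least 55% of replicates each passing it, limit read from the data, passing the limit was not always enough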
# Pf Dd2 growth: P. falciparum Dd2 growth inhibition; SYBR Green, 72 h; stronger effect = lower value; activity change, % at 10 µM; hit rate 2.3% among 94,000; in the data active = activity change below about -80%
# C diff HTS: blocks growth of Clostridium difficile; Clostridium difficile clinical isolate growth, OD600, 24 h; stronger effect = lower value; hit rate 0.25% among 86,000; growth activity, negative = inhibition, % at 16 µg/mL (by protocol);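 active = mean growth activity at or below -80% and every replicate also at or below -80%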;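 also: 0% = DMSO wells and -100% = levofloxacin 16 µg/mL wells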
# KDM4C inh: blocks human GASC-1 (KDM4C) demethylase activity. Q9H3R0. AID 720574. inhibition, % at 12.5 µM. hit rate 0.15% among 96,000. GST-KDM4C 2-372, H3K9me3 peptide, LANCE TR-FRET;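 active = mean replicate inhibition above about 25%, with at least 55% of replicates also reaching it, limit read from the data, passing the limit was not always enough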
# Target sequence (Q9H3R0 2-372 limits assumed): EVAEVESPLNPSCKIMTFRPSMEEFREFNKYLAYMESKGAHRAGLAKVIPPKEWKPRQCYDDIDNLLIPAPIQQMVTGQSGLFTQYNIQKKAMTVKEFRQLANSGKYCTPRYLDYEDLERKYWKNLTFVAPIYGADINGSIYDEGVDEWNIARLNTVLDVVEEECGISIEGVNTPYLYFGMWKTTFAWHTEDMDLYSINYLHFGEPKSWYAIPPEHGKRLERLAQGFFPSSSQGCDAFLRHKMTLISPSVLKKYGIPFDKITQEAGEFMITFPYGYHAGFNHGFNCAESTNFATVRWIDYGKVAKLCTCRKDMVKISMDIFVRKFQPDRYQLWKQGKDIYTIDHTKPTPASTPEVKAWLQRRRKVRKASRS
#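 Material: GST-tagged GASC-1 (JMJD2C) catalytic fragment, aa 2-372. Input: enzyme final amount 10 nM. Medium: HEPES buffer, pH 7.5, plus ascorbate. Reagent: H3K9me3 peptide substrate, Fe(II), 2-oxoglutarate. Doses: single dose. Times: reaction 30 min RT, detection step 1 h RT. Measured by: LANCE TR-FRET. Evaluation: Fall in 671/618 emission ratio as inhibition.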
# Active calls of the source: *; . = not tested or not shown; & = joins results of further samples. The order is random; about 6.8% have a hit in one of these screens.
# Start of the data: the first 2 compounds as a preview:
SMILES	Tcruzi prolif	Pf Dd2 growth	C diff HTS	KDM4C inh
C[C@H](CO)N1C[C@H](C)[C@@H](CN(C)Cc2ccc(Cl)c(Cl)c2)Oc2ccc(NS(=O)(=O)c3ccc(Cl)cc3)cc2C1=O	78	-3	36	-0.4
Cc1ccc(S(=O)(=O)Nc2ccc3c(c2)CC(=O)N([C@H](C)CO)C[C@@H](C)[C@@H](CN(C)Cc2ccc(-c4ccccc4)cc2)O3)cc1	56	-1	2	0.2

# The listing, from the start:
SMILES	Tcruzi prolif	Pf Dd2 growth	C diff HTS	KDM4C inh
C[C@H](CO)N1C[C@H](C)[C@@H](CN(C)Cc2ccc(Cl)c(Cl)c2)Oc2ccc(NS(=O)(=O)c3ccc(Cl)cc3)cc2C1=O	78	-3	36	-0.4
Cc1ccc(S(=O)(=O)Nc2ccc3c(c2)CC(=O)N([C@H](C)CO)C[C@@H](C)[C@@H](CN(C)Cc2ccc(-c4ccccc4)cc2)O3)cc1	56	-1	2	0.2
CO[C@@H]1CN(C)C(=O)c2ccc(NS(C)(=O)=O)cc2OC[C@@H](C)N(C(=O)C2CCOCC2)C[C@H]1C	16	11	.	1.3
CNC[C@@H]1Oc2cc(C#CCOC)ccc2S(=O)(=O)N([C@@H](C)CO)C[C@H]1C	.	-67	-2	0.4
CCCNC(=O)C[C@H]1C[C@H]2c3cc(NS(=O)(=O)c4cccc(OC)c4)ccc3O[C@H]2[C@H](CO)O1	-6	12	-1	-1.0
C[C@@H]1CN([C@@H](C)CO)C(=O)Cc2cc(N(C)C)ccc2O[C@H]1CN(C)C	6	6	0	0.3
COc1ccc(S(=O)(=O)N(C)C[C@@H]2Oc3cc(C#CC4CCCC4)ccc3S(=O)(=O)N([C@@H](C)CO)C[C@H]2C)cc1	49	-73	6	0.2
COc1ccccc1NC(=O)Nc1ccc2c(c1)C(=O)N(C)C[C@H](OC)[C@H](C)CN[C@@H](C)CO2	-28	-29	3	-0.9
C[C@H]1CCCCO[C@H](CN(C)CC2CC2)[C@@H](C)CN([C@@H](C)CO)C(=O)c2cc(NS(C)(=O)=O)ccc2O1	5	41	-5	0.8
CCCNC(=O)C[C@H]1C[C@@H]2c3cc(NC(=O)Nc4ccc(F)cc4)ccc3O[C@@H]2[C@@H](CO)O1	36	-42	4	0.3
C[C@H]1CN([C@@H](C)CO)C(=O)c2cc(C3=CCCCC3)cnc2O[C@H]1CN(C)C(=O)Nc1ccccc1	34	.	-12	-1.2
C[C@@H]1CN([C@@H](C)CO)C(=O)Cc2cc(NC(=O)C3CCCCC3)ccc2O[C@@H]1CN(C)Cc1ccc2c(c1)OCO2	-7	-13	-8	-1.7
C[C@@H]1CN([C@@H](C)CO)C(=O)c2c(c3ccccc3n2C)-c2ccccc2CO[C@@H]1CN(C)Cc1cccc(O)c1	.	-58	-13	0.7
CNC[C@@H]1Oc2c(NC(=O)c3nc4ccccc4s3)cccc2C(=O)N([C@@H](C)CO)C[C@@H]1C	-41	-26	-5	0.6
CN1C(=O)c2cc(NC(=O)NCc3ccccc3)ccc2OC[C@@H]2O[C@H](CC(=O)O)CC[C@H]21	8	2	-4	-0.1

# Continued.
SMILES	Tcruzi prolif	Pf Dd2 growth	C diff HTS	KDM4C inh
COc1ccc(C#Cc2ccc([C@H]3[C@H]4CN(C(=O)Nc5ccccc5F)CCCCN4[C@H]3CO)cc2)cc1	120*	-56	-8	-3.0
CCCC(=O)Nc1ccc2c(c1)C(=O)N(C)C[C@H](OC)[C@@H](C)CN(Cc1ccccn1)[C@H](C)CO2	14	15	.	-0.1
CCC(=O)N1CC(=O)N2[C@H](CO)[C@H](c3ccc(-c4ccc(C#N)cc4)cc3)[C@H]2C1	.	-43	1	-1.0
COc1ccc(NC(=O)N(C)C[C@@H]2Oc3ccc(NS(=O)(=O)c4cn(C)cn4)cc3CC(=O)N([C@H](C)CO)C[C@@H]2C)cc1	25	-7	-4	0.4
C[C@H](CO)N1C[C@H](C)[C@H](CN(C)C(=O)Nc2ccccc2)Oc2ccc(NC(=O)Nc3ccc4c(c3)OCO4)cc2C1=O	15	9	-8	1.8
CO[C@@H]1CN(C)C(=O)c2cc(NC(=O)CC(F)(F)F)ccc2OC[C@@H](C)N(C(C)=O)C[C@@H]1C	.	27	-11	1.3
COc1ccc(S(=O)(=O)N(C)C[C@@H]2OCCCC[C@H](C)Oc3ccc(NS(=O)(=O)c4ccc(F)cc4)cc3C(=O)N([C@H](C)CO)C[C@@H]2C)cc1	88	-71	-5	-0.8
Cc1noc(C)c1S(=O)(=O)Nc1cccc2c1O[C@@H](CN(C)Cc1ccc(C(F)(F)F)cc1)[C@@H](C)CN([C@H](C)CO)C2=O	-8	1	9	-2.7
C[C@H]1CN([C@@H](C)CO)C(=O)CCCn2cc(nn2)CO[C@H]1CN(C)Cc1ccc2c(c1)OCCN2C	-5	-6	.	3.0
O=C(Nc1cccc(Cl)c1)N1C[C@@H]2[C@H](c3ccccc31)[C@@H](CO)N2Cc1ccccc1Cl	81	-5	39	-2.7
C[C@H](CO)N1C[C@H](C)[C@H](CN(C)C)Oc2ccc(NC(=O)CCN3CCOCC3)cc2C1=O	.	9	1	-0.2
Cc1ccc(S(=O)(=O)N[C@H]2CC[C@H](CCNC(=O)C3CCC3)O[C@H]2CO)cc1	.	-19	0	0.1
COc1ccc(CN(C)C[C@H]2OCCCC[C@H](C)Oc3ccc(NS(=O)(=O)c4ccc(C)cc4)cc3C(=O)N([C@H](C)CO)C[C@@H]2C)cc1	.	-52	.	0.0
CO[C@H]1CN(C)C(=O)c2cc(NC(=O)Nc3cccc(F)c3)ccc2OC[C@@H](C)NC[C@H]1C	5	-9	.	-0.9
C[C@@H]1CN([C@H](C)CO)C(=O)c2cc(NC(=O)c3ccncc3)ccc2O[C@@H]1CN(C)C	26	3	0	0.3

# (next part)
SMILES	Tcruzi prolif	Pf Dd2 growth	C diff HTS	KDM4C inh
CC(C)(O)C#Cc1ccc([C@@H]2[C@@H](CO)N3CCCCN(S(C)(=O)=O)C[C@@H]23)cc1	19	9	-1	0.5
COc1cccc(-c2cnc3c(c2)C(=O)N([C@H](C)CO)C[C@H](C)[C@@H](CN(C)C(=O)CN(C)C)O3)c1	34	-10	0	2.0
CO[C@@H]1CN(C)C(=O)c2ccc(NS(=O)(=O)c3ccc(C)cc3)cc2OC[C@H](C)NC[C@@H]1C	2	12	1	-0.2
C[C@@H]1CCCCO[C@@H](CN(C)Cc2ccc3c(c2)OCO3)[C@H](C)CN([C@@H](C)CO)C(=O)c2cc(NC(=O)c3ccncc3)ccc2O1	41	-4	-4	-1.4
CCNC(=O)Nc1ccc2c(c1)C(=O)N(C)[C@H]1CC[C@@H](CC(=O)NCc3ccc(F)cc3)O[C@H]1CO2	-3	-15	-2	-1.7
CCC(=O)Nc1ccc2c(c1)C(=O)N(C)C[C@H](OC)[C@H](C)CN(Cc1ccncc1)[C@H](C)CO2	25	11	.	0.6
COc1ccc(S(=O)(=O)Nc2ccc3c(c2)C(=O)N([C@H](C)CO)C[C@H](C)[C@H](CN(C)C(=O)CCC(F)(F)F)OCCCC[C@@H](C)O3)cc1	-18	15	5	-1.1
C/C=C/c1ccc2c(c1)O[C@H](CN(C)C(=O)CN1CCOCC1)[C@H](C)CN([C@H](C)CO)S2(=O)=O	1	23	-2	-1.6
CC(C)NC(=O)N[C@@H]1CC[C@@H](CC(=O)NCc2ccc(Oc3ccccc3)cc2)O[C@H]1CO	-7	1	.	-0.9
C[C@H]1CN([C@@H](C)CO)C(=O)c2cc(-c3cccc(F)c3)cnc2O[C@H]1CN(C)C(=O)C1CC1	23	39	.	-1.5
Cc1noc(C)c1S(=O)(=O)Nc1ccc2c(c1)C(=O)N([C@H](C)CO)C[C@H](C)[C@@H](CN(C)C(=O)Nc1ccc(F)cc1)OCCCC[C@@H](C)O2	65	4	-3	0.3
COc1ccccc1C#Cc1cnc2c(c1)C(=O)N([C@@H](C)CO)C[C@@H](C)[C@@H](CN(C)C)O2	-2	-18	2	-0.7
COCC(=O)N(C)C[C@H]1[C@H](c2ccccc2)[C@@H](CO)N1C(=O)NC(C)C	61	-2	-1	0.0
C[C@@H]1CCCCO[C@@H](CN(C)S(=O)(=O)c2ccccc2)[C@H](C)CN([C@@H](C)CO)C(=O)c2cc(NC(=O)C3CCCCC3)ccc2O1	58	-60	1	-0.2
Cc1noc(C)c1NC(=O)Nc1cccc2c1O[C@H](CN(C)C(=O)NC(C)C)[C@@H](C)CN([C@@H](C)CO)C2=O	2	9	-1	0.8

# Continuation:
canonical_smiles | Tcruzi prolif | Pf Dd2 growth | C diff HTS | KDM4C inh
C[C@@H]1CN([C@@H](C)CO)C(=O)Cc2cc(NC(=O)C3CCCCC3)ccc2O[C@H]1CN(C)C(=O)Nc1ccc2c(c1)OCO2 | -1 | -25 | -3 | 0.6
O=C(CN1CCOCC1)N1CCCCN2[C@H](CO)[C@H](c3ccc(C#Cc4ccccc4)cc3)[C@@H]2C1 | 103* | 15 | -17 | 0.0
CCS(=O)(=O)NCC[C@H]1CC[C@H](NC(=O)C2CCC2)[C@@H](CO)O1 | . | 12 | 1 | 3.6
CC(C)C[C@H]1COCn2nncc2CC[C@@H](Cc2ccccc2)C(=O)N1 | . | . | -11 | -0.8
CC(=O)N(C)C[C@@H]1Oc2cc(C3=CCCC3)ccc2S(=O)(=O)N([C@H](C)CO)C[C@@H]1C | -11 | . | 4 | 0.3
C[C@@H]1CCCCO[C@@H](CN(C)C(=O)Nc2ccccc2)[C@@H](C)CN([C@@H](C)CO)C(=O)c2cc(NS(=O)(=O)c3ccc(Cl)cc3)ccc2O1 | 118* | -69 | 15 | -1.0
COc1ccc(NC(=O)N(C)C[C@H]2Oc3ccc(NC(=O)Nc4ccc(C(F)(F)F)cc4)cc3CC(=O)N([C@H](C)CO)C[C@H]2C)cc1 | 20 | 0 | -5 | -2.7
O=C(C1CCOCC1)N1CC(=O)N2[C@@H](CO)[C@H](c3ccc(/C=C/c4ccccc4)cc3)[C@@H]2C1 | . | -11 | 0 | -2.2
COC(=O)c1ccc(CN2CC(=O)N3[C@@H](CO)[C@@H](c4ccc(-c5cccnc5)cc4)[C@@H]3C2)cc1 | . | 15 | -3 | -0.2
C[C@H]1CN([C@@H](C)CO)S(=O)(=O)c2ccc(C#Cc3ccc(F)cc3)cc2O[C@@H]1CN(C)S(=O)(=O)c1cn(C)cn1 | 122* | -63 | 0 | .
COc1ccc(S(=O)(=O)N[C@H]2CC[C@H](CCNC(=O)CN3CCOCC3)O[C@@H]2CO)cc1 | -37 | 15 | 0 | .
COc1ccc(NC(=O)Nc2ccc3c(c2)CC(=O)N([C@@H](C)CO)C[C@H](C)[C@H](CN(C)C(=O)Nc2ccc(OC)cc2)O3)cc1 | 14 | -6 | 0 | -2.0
C[C@H]1CN([C@@H](C)CO)S(=O)(=O)c2ccc(C#Cc3ccc(F)cc3)cc2O[C@@H]1CN(C)C | -36 | -13 | 4 | -0.8
C[C@H]1CN([C@@H](C)CO)C(=O)c2cc(NC(=O)Nc3ccc(C(F)(F)F)cc3)ccc2O[C@@H]1CN(C)Cc1ccncc1 | . | -4 | -9 | -1.2
CC(C)C#Cc1ccc([C@@H]2[C@@H](CO)N3CCCCN(C(=O)c4ccc(F)cc4)C[C@@H]23)cc1 | 62 | -5 | -16 | -0.8
C[C@H]1CN([C@@H](C)CO)C(=O)c2c(c3ccccc3n2C)-c2ccccc2CO[C@@H]1CN(C)C(=O)c1ccc(F)cc1 | 22 | -42 | . | 1.1
COc1cccc(NC(=O)N(C)C[C@H]2Oc3cc(/C=C/c4ccccc4)ccc3S(=O)(=O)N([C@H](C)CO)C[C@@H]2C)c1 | . | -51 | 6 | -2.5
O=C(C[C@@H]1CC[C@@H](NS(=O)(=O)c2ccc(F)cc2)[C@@H](CO)O1)NC1CCCCC1 | . | 4 | 1 | -0.6
C[C@@H]1CN([C@H](C)CO)C(=O)CCCn2cc(nn2)CO[C@H]1CN(C)C(=O)Nc1cccc2ccccc12 | 16&-3 | -4&-2 | 2 | 1.1
C[C@H](CO)N1C[C@H](C)[C@H](CN(C)C(=O)Nc2ccccc2)Oc2c(NC(=O)Nc3ccc(C(F)(F)F)cc3)cccc2C1=O | 22 | -70 | 36 | .
C[C@@H]1CN([C@H](C)CO)S(=O)(=O)c2ccc(-c3cncnc3)cc2O[C@H]1CN(C)Cc1cncnc1 | 29 | 35 | -2 | 0.5
O=C(C[C@H]1CC[C@H]2[C@@H](COC[C@@H](O)CN2S(=O)(=O)c2cccc(F)c2)O1)NCc1ccncn1 | 11 | 16 | 1&0 | -0.3
O=C(C[C@H]1CC[C@H]2[C@@H](COC[C@@H](O)CN2S(=O)(=O)c2ccc(F)cc2)O1)NCc1ccncn1 | 6 | 10 | . | 1.1

# Ordered by value in C diff HTS (ascending): some entries from above
SMILES,C diff HTS
C[C@H]1CN([C@@H](C)CO)C(=O)c2cc(NC(=O)Nc3ccc(C(F)(F)F)cc3)ccc2O[C@@H]1CN(C)Cc1ccncc1,-9
C[C@@H]1CN([C@@H](C)CO)C(=O)Cc2cc(NC(=O)C3CCCCC3)ccc2O[C@H]1CN(C)C(=O)Nc1ccc2c(c1)OCO2,-3
CCS(=O)(=O)NCC[C@H]1CC[C@H](NC(=O)C2CCC2)[C@@H](CO)O1,1
C[C@@H]1CN([C@H](C)CO)C(=O)CCCn2cc(nn2)CO[C@H]1CN(C)C(=O)Nc1cccc2ccccc12,2

# Screening results deposited in PubChem by Broad Institute.
